Assay outcomes as filed in PubChem.
TDP1 cell CPT – growth inhibition of DT40 Tdp1-/-;hTDP1 cells with camptothecin (screen for TDP1 inhibitors). chicken DT40 Tdp1-/-;hTDP1 cells + 20 nM CPT, ATP luminescence, 48 h. Potency, µM (highest dose often 46.2 µM), for inactives: at the highest dose activity change, negative = growth inhibition, hits mostly inhibitors. actives 12% (n = 420,000). AID 686979; further: nearly all actives have a fitted effect of over 55% in size
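Chicken DT40 Tdp1-/- cells stably complemented with human TDP1 were seeded at 400 cells/well in medium containing 20 nM camptothecin, exposed to pin-transferred compounds, and grown at 37 °C for at least 48 hr. Viability was read as ATP luminescence.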
GCN5L2 inh – blocks human GCN5L2 histone acetyltransferase. GCN5L2 HAT assay, ThioGlo1 CoA-SH fluorescence. Potency, µM (titrated, usually from 58.9 µM), for inactives: top-dose activity change, negative = inhibition, usual class: inhibitors. actives 0.21% (n = 390,000). AID 504327
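Titration-based screen in which CoA formation is detected via maleimide probe ThioGlo1 (50uM) turning fluorescent on thiol reaction; substrates H3(1-25) 75uM and acetyl-CoA 70uM, GCN5L2 20nM, 20 min incubation at room temperature.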
FEN1 inhibitor – human FEN1 inhibition; P39748; Recombinant FEN1 flap cleavage, fluorescence, 15 min; Potency, µM (highest dose often 114 µM), inactives show top-dose activity change, negative = inhibition, usual class: inhibitors; actives 0.35% (n = 390,000); AID 588795; further: nearly all actives have a fitted effect of over 65% in size
Target sequence (P39748 whole entry, looked up): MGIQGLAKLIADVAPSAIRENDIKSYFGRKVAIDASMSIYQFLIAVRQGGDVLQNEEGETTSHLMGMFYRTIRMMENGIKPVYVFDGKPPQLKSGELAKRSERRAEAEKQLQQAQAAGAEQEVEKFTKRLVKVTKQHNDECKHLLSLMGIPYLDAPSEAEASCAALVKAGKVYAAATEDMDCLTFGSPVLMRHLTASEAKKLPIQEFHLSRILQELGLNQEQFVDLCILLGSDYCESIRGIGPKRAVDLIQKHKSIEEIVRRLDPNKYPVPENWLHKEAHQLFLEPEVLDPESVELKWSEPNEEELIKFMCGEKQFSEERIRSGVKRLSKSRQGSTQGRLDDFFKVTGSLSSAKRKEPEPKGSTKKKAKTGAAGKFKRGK
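Concentration–response screening of FEN1 (10 nM): 15 min compound preincubation at room temperature, reaction started with 50 nM substrate and read at 0 and 15 min. Corrected, normalized data were fitted by a four-parameter Hill equation.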
* marks the source's active call; other numbers are inactive results; ? = inconclusive; / = no result given; & = joins results of further samples. The call rests on the fitted dose curve; in most records, active means well fitted curve in the direction sought with a large enough effect; inconclusive means small, poorly fitted or top-dose-only effect, or another doubt; inactive means no such curve, though single readings can be large; an effect the other way counts as inactive or inconclusive. On the % scale 0 is the no-effect control and ±100 the full control effect; potency means the concentration at half of the fitted maximal effect. A portion of the library; rates above refer to the full screens.

The first 4 records, to show the layout:
SMILES	TDP1 cell CPT	GCN5L2 inh	FEN1 inhibitor
COc1ccc(NC(=O)CSc2nnc(CNC(=O)COc3ccc(Cl)cc3)o2)cc1	-19%	-10%	18%
c1ccc(COc2ccc(OCCCCN3CCCCC3)cc2)cc1	29µM*	-4%	9%
O=c1nc(-c2ccccc2)c2cc(Cl)ccc2[nH]1	?	-6%	-2%
CN1c2ccc(Cl)cc2-c2nc(SCC(=O)NCc3ccccc3)ncc2S1(=O)=O	?	2%	4%

Results, repeating the preview:
SMILES	TDP1 cell CPT	GCN5L2 inh	FEN1 inhibitor
COc1ccc(NC(=O)CSc2nnc(CNC(=O)COc3ccc(Cl)cc3)o2)cc1	-19%	-10%	18%
c1ccc(COc2ccc(OCCCCN3CCCCC3)cc2)cc1	29µM*	-4%	9%
O=c1nc(-c2ccccc2)c2cc(Cl)ccc2[nH]1	?	-6%	-2%
CN1c2ccc(Cl)cc2-c2nc(SCC(=O)NCc3ccccc3)ncc2S1(=O)=O	?	2%	4%
O=C(Cn1c(=O)oc2ccccc21)NCc1ccccc1Cl	?	-6%	1%
O=C(O)CNS(=O)(=O)c1ccc(C2CCCCC2)cc1	0%	1%	4%
COc1ccc(N2CCN(C(=O)c3ccc4c(=O)n5c(nc4c3)CCCCC5)CC2)cc1	-27%	0%	-3%
COc1ccc2nc(NC(=O)CSc3nnc(C)s3)sc2c1	4%	?	-1%
CC(C)c1ccc(S(=O)(=O)Nc2cc3c(cc2NCc2ccccc2)n(C)c(=O)n3C)cc1	?	-14%	-29%
COC(=O)c1cc(S(=O)(=O)Nc2cccc(-c3cnco3)c2)oc1C	-8%	-2%	-1%
Cn1c(Cc2ccccc2)nnc1SCC(=O)N1CCN(c2ccccc2)CC1	?	2%	1%
CN(C)c1ccc(/C=C/c2cccc3cc4ccccc4nc23)cc1	0.1µM*	/	79µM*
Cc1nc(-c2ccc(S(=O)(=O)Nc3cc(F)ccc3F)cc2)co1	-7%	-4%	1%
O=C(Nc1ccc(-c2nc3ccccc3[nH]2)cc1)c1ccccc1NS(=O)(=O)c1ccc(F)cc1	-4%	-17%	?
CC1=C(C(=O)Nc2ccccc2)C(c2cccc(Cl)c2)n2nc(SCC(=O)c3ccc(C)cc3)nc2N1 (stereo unspecified)	-1%	1%	4%
CSc1ccccc1NC(=O)CCc1ccccc1	-7%	0%	11%
COc1ccc(OC)c(C(=O)c2ccc(C(=O)c3cc(OC)ccc3OC)cc2)c1	?	-5%	10%
CCN(C(=O)CSc1nc(C)cc(=O)[nH]1)C1CCCCC1	16%	-4%	6%
O=C(CSc1ccc(-c2cccnc2)nn1)Nc1ccc(F)c(F)c1	?	-1%	2%
CCc1cc2c(SCC(=O)Nc3ccc(Cl)cn3)ncnc2s1	-19%	4%	-4%
Nc1nonc1-n1nnc(C(=O)N/N=C/c2ccc3c(c2)OCO3)c1CSc1ccccc1	2%	-1%	-17%
COc1ccc(-c2nc(C)c(CCNC(=O)c3ccco3)s2)cc1	/	-7%	-10%
CCOc1ccccc1NC(=O)COC(=O)c1cn(CC)c2nc(C)ccc2c1=O	18µM*	-10%	-6%
O=CN1CCN(C=O)C(O)C1O (stereo unspecified)	-2%	/	-9%
CCOC(=O)c1cnc(Nc2nc3ccccc3o2)nc1C	3.2µM*	?	0%

Shown with values under each structure: entries from further up
Below each SMILES: TDP1 cell CPT, GCN5L2 inh, FEN1 inhibitor
COc1ccc(N2CCN(C(=O)c3ccc4c(=O)n5c(nc4c3)CCCCC5)CC2)cc1
→ -27%, 0%, -3%
COc1ccc2nc(NC(=O)CSc3nnc(C)s3)sc2c1
→ 4%, ?, -1%
CC(C)c1ccc(S(=O)(=O)Nc2cc3c(cc2NCc2ccccc2)n(C)c(=O)n3C)cc1
→ ?, -14%, -29%
COC(=O)c1cc(S(=O)(=O)Nc2cccc(-c3cnco3)c2)oc1C
→ -8%, -2%, -1%
Cn1c(Cc2ccccc2)nnc1SCC(=O)N1CCN(c2ccccc2)CC1
→ ?, 2%, 1%
CN(C)c1ccc(/C=C/c2cccc3cc4ccccc4nc23)cc1
→ 0.1µM*, /, 79µM*
Cc1nc(-c2ccc(S(=O)(=O)Nc3cc(F)ccc3F)cc2)co1
→ -7%, -4%, 1%
O=C(Nc1ccc(-c2nc3ccccc3[nH]2)cc1)c1ccccc1NS(=O)(=O)c1ccc(F)cc1
→ -4%, -17%, ?
CC1=C(C(=O)Nc2ccccc2)C(c2cccc(Cl)c2)n2nc(SCC(=O)c3ccc(C)cc3)nc2N1 (stereo unspecified)
→ -1%, 1%, 4%
CSc1ccccc1NC(=O)CCc1ccccc1
→ -7%, 0%, 11%
COc1ccc(OC)c(C(=O)c2ccc(C(=O)c3cc(OC)ccc3OC)cc2)c1
→ ?, -5%, 10%
CCN(C(=O)CSc1nc(C)cc(=O)[nH]1)C1CCCCC1
→ 16%, -4%, 6%
O=C(CSc1ccc(-c2cccnc2)nn1)Nc1ccc(F)c(F)c1
→ ?, -1%, 2%
CCc1cc2c(SCC(=O)Nc3ccc(Cl)cn3)ncnc2s1
→ -19%, 4%, -4%
Nc1nonc1-n1nnc(C(=O)N/N=C/c2ccc3c(c2)OCO3)c1CSc1ccccc1
→ 2%, -1%, -17%
COc1ccc(-c2nc(C)c(CCNC(=O)c3ccco3)s2)cc1
→ /, -7%, -10%
CCOc1ccccc1NC(=O)COC(=O)c1cn(CC)c2nc(C)ccc2c1=O
→ 18µM*, -10%, -6%
O=CN1CCN(C=O)C(O)C1O (stereo unspecified)
→ -2%, /, -9%
CCOC(=O)c1cnc(Nc2nc3ccccc3o2)nc1C
→ 3.2µM*, ?, 0%

(continued)
SMILES	TDP1 cell CPT	GCN5L2 inh	FEN1 inhibitor
Cc1noc(C(F)(F)F)c1C(=O)NNC(=O)c1ccccc1	12%	0%	0%
COc1ccccc1NC(=O)CN1CCN(c2ccccc2OC)CC1	-25%	-3%	3%
COc1ccccc1C1CCN(c2ccc(CO)cc2[N+](=O)[O-])CC1	?	1%	-20%
CSc1cccc(NC(=O)N2CCN(S(=O)(=O)c3ccc4c(ccn4C)c3)CC2)c1	/	-16%	-15%
COC(=O)c1cc(S(=O)(=O)NCc2ccc(Br)cc2)c[nH]1	-14%	-18%	14%
COC(C[C@H]1O[C@@H]1[C@@H](O)COCc1ccccc1)OC	9%	-5%	0%
CN1CCC2(CC1)CCN(C(=O)c1cc(C(F)(F)F)cc(C(F)(F)F)c1)CC2	1%	4%	/
COc1ccc(C)cc1NC(=O)C(Sc1nnnn1C)c1ccccc1 (stereo unspecified)	-29%	-7%	-11%
CNC(=O)c1c(NC(=O)c2ccc(S(=O)(=O)N3CCC(C)CC3)cc2)sc2c1CCC2	?	-9%	11%
C=C(CN(C)C)C(=O)c1ccc(OC2OC(COC(C)=O)C(OC(C)=O)C(OC(C)=O)C2OC(C)=O)cc1 (stereo unspecified)	0.46µM*	/	-1%
C[C@H](NC(=O)c1nc[nH]c1C(=O)N1CCc2ccccc2C1)C(=O)OCc1ccccc1	-27%	-21%	24%
COc1cc2c(cc1NC(=S)NC(=O)c1c(OC)cccc1OC)oc1ccccc12	?	2%	15%
O=C(CSCc1cccs1)N1CCCC1	-6%	2%	-9%
CCOC(=O)C1CCCN(C(=O)Cn2ncc3c(C)n(Cc4ccc(F)cc4)c(C)c3c2=O)C1 (stereo unspecified)	15µM*	-3%	4%
O=C(c1cc(C2CC2)on1)N1CCCC(N2CCN(c3ccc(F)cc3)CC2)C1 (stereo unspecified)	-18%	-13%	-6%
COc1ccc(C(C(=O)NC2CCCC2)N2CCc3ccccc32)cc1 (stereo unspecified)	-27%	-3%	1%
CC(C)=N/N=C(\c1cccc([N+](=O)[O-])c1)C12CN3CN(CN(C3)C1)C2	2%	0%	-3%
CC1(C)Cc2c(sc3nc(SCC(=O)NCc4ccco4)n(-c4ccccc4)c(=O)c23)CS1	3%	2%	0%
CCC1=NN(C(=O)Cc2ccc([N+](=O)[O-])cc2)C(O)(C(C)(C)C)C1 (stereo unspecified)	-14%	3%	-1%
Cc1cccc(OCc2ccc(C(=O)N3CCOCC3)o2)c1	-2%	0%	7%
CC(C)C[C@@H](NC(=O)C1CCC(CNC(=O)[C@@H]2CCCN2C(=O)OC(C)(C)C)CC1)C(=O)O (stereo partly specified)	13%	-12%	18%
CCOC(=O)COc1c(OC)cc(Cl)cc1C1NC(=O)NC(C)=C1C(C)=O (stereo unspecified)	-18%	0%	4%
COc1ccc(CCNC(=O)c2ccc(NS(=O)(=O)c3ccc4[nH]c(=O)[nH]c4c3)cc2)cc1OC	-6%	-4%	-6%
Cc1c(Br)c([N+](=O)[O-])nn1CCCC(=O)Nc1c(C)n(C)n(-c2ccccc2)c1=O	-5%	-5%	8%
Cc1ccsc1/C=N/n1c(-c2ccco2)n[nH]c1=S	-8%	0%	-14%
(next part)
SMILES	TDP1 cell CPT	GCN5L2 inh	FEN1 inhibitor
COc1ccc(N=c2oc3cc(O)ccc3cc2C(=O)Nc2ccccn2)cc1OC	1.5µM*	-5%	-4%
COc1ccc(Cn2ccc3nc(C)c(C(=O)Nc4ccc(OC)c(OC)c4)cc3c2=O)cc1	-3%	-8%	1%
Cc1c(-n2cc(C(=O)O)c(=O)c3cc(F)c(N4CCCC4)c(F)c32)c(=O)n(-c2ccccc2)n1C	16µM*	-1%	3%
Cn1nc(C(=O)Nc2ccc3c(c2)OCCO3)c2ccccc2c1=O	-18%	3%	11%
O=c1c(-c2cc(-c3ccccc3)nc3c2COc2ccc(Cl)cc2-3)coc2ccccc12	1%	-3%	-10%
NC(=O)CC(NC(=O)c1ccccc1)c1ccc(NC2CCCC2)c([N+](=O)[O-])c1 (stereo unspecified)	4.6µM*	11%	-1%
CN(Cc1cccs1)C(=O)Cn1cnc2cc([N+](=O)[O-])ccc2c1=O	?	-2%	-9%
CC(C)(C)OC(=O)N/N=C/c1cccc([N+](=O)[O-])c1	-15%	-8%	11%
CCOC(=O)C(=N/O)/C(C)=N/NC(=O)C(=O)Nc1cc(Cl)ccc1Cl	?	-2%	2%
O=C(CCCn1c(=O)c2cccn2c2cccnc21)NCCc1ccc(Cl)cc1	21µM*	?	-7%&3%
NC(=O)CC(NC(=O)c1cccc(Br)c1)c1ccc(N2CCCCCC2)c([N+](=O)[O-])c1 (stereo unspecified)	5.8µM*	-15%	1%
C=CC[N@@+]12CC[C@]34c5ccccc5N5/C=C6\C7N(/C=C(\C53)[C@@H](C[C@@H]41)/C(=C/CO)C2)c1ccccc1[C@@]71CC[N@@+]2(CC=C)C/C(=C\CO)[C@@H]6C[C@@H]12 (stereo partly specified)	1%	-19%	-6%
O=C(O)COc1nn(Cc2ccccc2)c2ccccc12	2%	0%	/
COCCNC(=O)C(c1ccc(F)cc1)N(CCOC)C(=O)CCC(=O)Nc1nccs1 (stereo unspecified)	9%	2%	2%
Cc1ccc(NC(=O)CN(C)C(=O)c2cccc(S(=O)(=O)NCc3ccco3)c2)cc1	10%	-16%	-17%
CCOC(=O)Cc1csc(NC(=S)NC(=O)C(C)(C)C)n1	9%	-4%	9%
COc1ccc(NCc2cccn2-c2nnc(N3CCC(C)CC3)s2)c(OC)c1	?	-12%	-2%
CCOc1cccc(C(=O)Nc2ccc(S(=O)(=O)N(Cc3ccccc3)c3ccccc3)cc2)c1	?	-2%	-1%
Cc1ccn2c(=O)cc(CSc3nnc(NC(=O)c4ccccc4Cl)s3)nc2c1	-1%	-7%	-5%
O=C(Cc1ccsc1)NCC(c1ccco1)N1CCCCC1 (stereo unspecified)	-17%	1%	7%
Cc1ccc(CS(=O)Cc2ccc(C(=O)NCc3ccccc3Cl)o2)cc1 (stereo unspecified)	?	1%&2%	19%&2%
O=S(=O)(c1ccccc1)N1CCC2(CCN(c3ccncc3)CC2)CC1	12µM*	2%	/
